Assay outcomes as filed in PubChem.
Anthrax LF inh2 – inhibitors of Bacillus anthracis lethal factor protease | hit rate 0.12% among 360,000 | inhibition, % at 10 µM | AID 588501 | multiplex microsphere protease cleavage assay, LF | P15917; in the data active = inhibition above about 30%; note: plate controls were buffer without enzyme for full effect and enzyme alone for no effect
SARS 3CLpro inh – SARS-CoV 3CLpro protease inhibition; AID 1706; P0C6X7; hit rate 0.14% among 290,000; recombinant SARS-CoV 3CLpro, quenched FRET peptide cleavage; inhibition, % at 6 µM; in the data active = inhibition above about 12%
TcdB GH inh – TcdB glycohydrolase inhibition | P18177 | TcdB glycohydrolase enzymatic assay, plate reader | inhibition, % at 9.99 µM | hit rate 0.24% among 350,000 | AID 652162; in the data active = inhibition above about 10%
VHR inh abs – blocks human VHR1 dual specificity phosphatase | P51452 | recombinant VHR phosphatase, pNPP absorbance | inhibition, % at 13.3 µM | hit rate 0.52% among 290,000; in the data active = inhibition above about 50%; note: some compounds called inactive have numbers as strong as hits
Target sequence (P51452 whole entry, looked up): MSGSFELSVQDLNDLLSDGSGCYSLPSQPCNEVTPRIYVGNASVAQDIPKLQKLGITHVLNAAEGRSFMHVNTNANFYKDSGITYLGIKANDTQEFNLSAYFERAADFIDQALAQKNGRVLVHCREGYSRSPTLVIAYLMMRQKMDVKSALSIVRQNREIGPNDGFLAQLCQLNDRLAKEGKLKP
PfHsp40 rescue – compounds rescuing yeast from Plasmodium falciparum HSP40 toxicity | growth rescue, % at 12.5 µM | S. cerevisiae expressing PfHsp40, growth rescue, ATP luminescence | AID 504582 | hit rate 0.68% among 340,000; in the data active = growth rescue above about 28%, passing the limit was not always enough;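 note: yeast W303a lacking pdr1 and pdr3 grown in galactose medium; growth measured after three days at 30 °C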
Y pestis TopoI – blocks Yersinia pestis topoisomerase I activity; AID 504884; activity, % at 10 µM; hit rate 0.064% among 360,000; Y. pestis Topo-I cleavage product accumulation, plate reader; in the data active = activity above about 50%, passing the limit was not always enough; note: inactives centre near 2
SSB-PriA inh – inhibitors of Klebsiella pneumoniae PriA binding to SSB C-terminal tail | AlphaScreen SSBct-PriA binding, biotinylated peptide | inhibition, % at 33 µM | hit rate 0.6% among 430,000; in the data active = inhibition mostly above about 37%, no sharp cut-off; inactive = mostly below about 20%;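 note: plate controls were negative control peptide for no effect and reference peptide for full effect; strong numbers were not always called active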
Rv3671c protease – Rv3671c (M. tuberculosis) protease inhibition. P9WHR9. inhibition, % at 5.96 µM. hit rate 0.048% among 320,000; in the data active = inhibition above about 38%;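 note: extracellular domain of Rv3671c used as enzyme; 0% = enzyme with DMSO and 100% = no enzyme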
Target sequence (P9WHR9 whole entry, looked up, the tested form may be a part): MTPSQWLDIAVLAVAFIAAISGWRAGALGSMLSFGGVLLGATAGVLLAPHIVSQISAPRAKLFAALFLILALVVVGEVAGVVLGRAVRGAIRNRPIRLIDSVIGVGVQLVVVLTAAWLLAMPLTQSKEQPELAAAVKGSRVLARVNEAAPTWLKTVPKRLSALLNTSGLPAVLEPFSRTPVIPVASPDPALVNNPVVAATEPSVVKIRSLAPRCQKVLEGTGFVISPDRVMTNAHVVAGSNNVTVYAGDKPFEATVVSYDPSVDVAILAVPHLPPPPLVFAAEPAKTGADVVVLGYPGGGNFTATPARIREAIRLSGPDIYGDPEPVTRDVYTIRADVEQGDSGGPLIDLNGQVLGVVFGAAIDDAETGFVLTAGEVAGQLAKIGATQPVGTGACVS
Vc quorum ag – inducers of Vibrio cholerae quorum light production without autoinducers | activation, % at 18.7 µM | V. cholerae BH1578 lux reporter, luminescence, 6 h | hit rate 0.16% among 350,000; in the data active = activation mostly above about 9.7%, no sharp cut-off; note: not every result past the cut was called active; inactives centre near 0; reference of the scale not given here
MazF activator – activators of E. coli MazEF toxin-antitoxin RNase; P0AE70; FAM/BHQ RNA-DNA oligo cleavage fluorescence, 5 h; activation, % at 20 µM; hit rate 0.32% among 350,000; in the data active = activation above about 50%
Target sequence (P0AE70 whole entry, looked up): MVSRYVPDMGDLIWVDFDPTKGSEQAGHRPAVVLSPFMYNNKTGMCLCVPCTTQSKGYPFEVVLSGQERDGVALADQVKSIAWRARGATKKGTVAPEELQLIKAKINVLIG
Active calls of the source: *; i = inactive; x = no result given. The list is partial (hit frequency here may not be typical).

Below each SMILES: Anthrax LF inh2	SARS 3CLpro inh	TcdB GH inh	VHR inh abs	PfHsp40 rescue	Y pestis TopoI	SSB-PriA inh	Rv3671c protease	Vc quorum ag	MazF activator
CCOC(=O)c1cc(-c2ccc(F)cc2)nc2c1c(=O)[nH]c(=O)n2Cc1ccccc1
→ 2	-5	1.1	-3	1.2	5	0	0	-0.3	14
COC1=C(Br)C(=O)c2nc(C)ccc2C1=O
→ 1	x	-3.6	x	x	-10	x	x	-4.8	5
N#Cc1ccc(NC(=O)C2=COCCO2)cc1
→ 1	x	-3.2	x	0.0	0	2	-8	i	0
CN(C)CCCNc1ncnc2c1cnn2Cc1ccccc1Cl
→ 6	1	0.9	-22	0.4	5	-14	x	0.9	4
Cc1ccc(NS(=O)(=O)c2ccc3c(c2)NC(=O)CCS3)cc1C
→ 4	3	-0.9	-1	-0.7	-1	-6	-9	-0.9	-3
COc1ccc([C@@H]2[C@@H]3C(=O)N(C(C)(C)C)C(=O)[C@@H]3[C@]3(C)C(=O)N(c4ccc(C)cc4)C(=O)N23)cc1
→ -4	-6	2.0	9	0.6	0	3	-8	i	-7
Cc1cc(F)c(F)c(C(=O)N2C(C)CCCC2C)c1Cl (stereo not given)
→ 0	1	1.8	9	-0.6	6	-12	-1	i	12
COc1ccc(-c2noc(CCC(=O)N3CCN(c4ccccc4F)CC3)n2)cc1
→ 3	x	1.1	x	0.8	-9	-4	x	i	-1
CC(=O)c1cccc(NC(=O)N2CCCC2C(=O)Nc2ccccc2C)c1 (stereo not given)
→ 0	0	x	-5	-0.5	-2	-12	-1	-0.6	3
CCN(CC)Cc1cc(CCNC(=O)c2ccc(Cl)cc2)ccc1O
→ -1	-2	x	-12	0.3	-12	0	6	-0.4	2
Cc1cc(N/N=C/c2cccc(F)c2)nc(NCc2ccccc2)n1
→ -6	-1	1.1	25	-0.1	-1	i	10	-0.5	-3
COc1ccc(OC(=O)CN2C(=O)C3C4CCC(C4)C3C2=O)cc1 (stereo not given)
→ 2	-3	x	-7	-2.0	-4	10	0	-0.5	9
CC(=O)Nc1ccc(-c2ccnc3c2CC(C)(C(=O)Nc2ccc(F)c(Cl)c2)O3)cc1 (stereo not given)
→ -6	x	0.3	x	x	-21	x	x	i	x
CC(=O)N(c1ccc(C)cc1)c1nc(C)cc(C)c1C#N
→ -12	8	0.3	5	0.0	-5	-3	-2	-0.3	0
Fc1ccc(N2CCN(Cc3cn[nH]c3-c3ccccc3)CC2)cc1
→ -3	3	-0.1	-3	0.2	-8	8	-4	-0.3	6
S=C(NCc1ccco1)N1CCN(Cc2ccc(Cl)cc2Cl)CC1
→ 0	0	x	13	1.6	18	-3	-12	x	-16
CCOC(=O)c1cc2c(ccn2C)n1CC(=O)N1CCN(c2ccc(F)cc2)CC1
→ 0	-4	0.6	18	1.4	6	15	1	i	5
Cc1ccc(S(=O)(=O)N2CCCCC2)cc1C(=O)N(C)CCOc1ccccc1
→ 1	-3	1.9	19	-0.1	29	-1	-15	x	-5
CC[C@]12c3[nH]c4ccc(Cl)cc4c3CCN1C(=O)[C@@H](CC(=O)NCCC1=CCCCC1)C[C@@H]2C(=O)N1CCN(C(=O)C2CC2)CC1
→ 4	x	-0.7	x	-0.6	2	-4	x	-2.0	15
Cc1noc(C)c1CSc1ccccc1C(=O)N1CCN(c2ccccc2)CC1
→ 4	-5	x	0	0.5	-4	17	-8	-6.2	-2

Entries shown so far containing a cyano group, in the order listed:
Below each SMILES: Anthrax LF inh2	SARS 3CLpro inh	TcdB GH inh	VHR inh abs	PfHsp40 rescue	Y pestis TopoI	SSB-PriA inh	Rv3671c protease	Vc quorum ag	MazF activator
N#Cc1ccc(NC(=O)C2=COCCO2)cc1
→ 1	x	-3.2	x	0.0	0	2	-8	i	0
CC(=O)N(c1ccc(C)cc1)c1nc(C)cc(C)c1C#N
→ -12	8	0.3	5	0.0	-5	-3	-2	-0.3	0

Other structures
Below each SMILES: Anthrax LF inh2	SARS 3CLpro inh	TcdB GH inh	VHR inh abs	PfHsp40 rescue	Y pestis TopoI	SSB-PriA inh	Rv3671c protease	Vc quorum ag	MazF activator
COc1cccc2c1cc1c(=O)n(CC(=O)NC3CCCCC3)nc(C)n12
→ x	-1	x	32	-1.6	-5	1	5	i	-7
COC(=O)C1=C(C)N(Cc2cccnc2)C(=O)C1
→ 1	3	x	-23	0.6	5	-15	-12	-1.7	10
CN1CCN(C(=O)c2ccc3c(c2)OCCO3)CC1
→ -4	-3	x	36	-1.0	0	1	3	-0.2	2
COc1ccc(N2CCN(C(=O)c3ccc(N(C)S(=O)(=O)c4ccc(C)cc4)cc3)CC2)cc1
→ 1	4	0.3	25	0.0	8	19	-4	-0.3	-2
COc1ccc(N(CC(=O)N/N=C/c2ccc(N(C)C)cc2)S(=O)(=O)c2ccccc2)cc1
→ -12	2	2.0	-1	0.1	18	x	-4	-7.7	-1
COc1cc(C)ccc1OCc1cc(C(=O)NCc2ccncc2)no1
→ 8	-1	1.0	10	-0.2	-3	12	-7	i	2
Cc1cc(C(=O)N/N=C/c2ccncc2)c(C)o1
→ -1	4	-0.9	4	0.7	2	i	1	-0.5	2
CC(=O)c1cc(-c2nc3ccccc3n2C)n(C)c1
→ -1	-4	x	4	1.9	-4	2	-2	i	-5
Cc1cccc(S(=O)(=O)Nc2ccc(-c3nc4ccc(C)cc4s3)cc2)c1
→ -2	2	-0.7	0	0.5	8	-20	-5	-0.6	-5
CCOc1ccc(NC(=O)CN(C)C(=O)COc2cccc3c2OC(C)(C)C3)cc1OCC
→ -8	x	2.1	x	-1.5	9	0	-5	i	-1
COC(=O)C1=C(c2ccc(F)cc2F)C[C@@H]2CC[C@H]1N2C(=O)NCCOc1ccccc1
→ -1	x	-0.6	x	2.4	1	-20	4	-0.4	6
COC(=O)[C@H]1Cc2c([nH]c3ccccc23)[C@H](c2ccccc2)N1
→ -3	-3	-0.5	13	-0.8	-3	-10	-2	i	4
Cc1ccccc1NC(=O)/C(C#N)=C\c1cn(CC(=O)O)c2ccccc12
→ -10	5	0.3	17	0.3	0	-5	7	5.0	-2
NC(=O)C1CCCN(C(=O)CNC(=O)C23CC4CC(CC(C4)C2)C3)C1 (stereo not given)
→ 1	x	-1.9	x	-0.5	4	-7	x	i	-5
Cc1cc(NC(=O)COC(=O)[C@H](Cc2c[nH]c3ccccc23)NC(=O)c2ccc(F)cc2)no1
→ -3	-2	x	10	-0.2	-6	-2	-3	7.1	3
CN(C)S(=O)(=O)c1cccc(C(=O)N2CCc3ccccc32)c1
→ -6	-4	x	-12	0.9	12	-3	6	i	-3
CCOc1ccc(Nc2nc(N)c3ccccc3n2)cc1
→ 8	1	0.9	1	-6.5	-14	13	x	-1.7	2
Cn1cccc1Cc1nnc(SCC(=O)Nc2ccc(F)cc2)n1-c1ccc(F)cc1
→ -5	0	0.4	8	1.1	11	1	-12	-0.6	6
COc1ccc(NC(=O)CN2C(=O)c3ccccc3S2(=O)=O)cc1S(=O)(=O)N1CCOCC1
→ -3	x	2.3	x	-1.8	-1	-5	x	i	-5
CCOc1ccc(N(C(=O)c2snc(C(N)=O)c2N)C(C(=O)NC2CCCC2)c2ccncc2)cc1 (stereo not given)
→ -3	-5	0.4	-19	1.7	4	-9	3	-0.3	-1
C/C(=N\NC(=O)c1cc(-c2cccs2)nc2ccccc12)c1ccccn1
→ 1	0	1.1	30	5.9	-10	x	8	i	5
COCCCNC(=O)CS(=O)(=O)Cc1nc(-c2ccccc2C)oc1C
→ -3	-4	-6.9	2	-0.1	4	-5	0	i	6
O=C(CN1C(=O)S/C(=C\c2cccc(Cl)c2)C1=O)NC1C=CS(=O)(=O)C1 (stereo not given)
→ -1	1	0.1	-4	2.0	6	-12	-1	i	6
CONC(=O)Nc1ccccc1[N+](=O)[O-]
→ -1	3	x	-9	-1.0	-2	-4	3	-0.4	-3
COc1cccc(C(=O)NN2C(=S)N(c3ccccc3)C(=O)C2CC(N)=O)c1 (stereo not given)
→ -32	-2	0.8	12	-1.0	-1	-6	5	0.0	9
COc1ccc(N(C2CSC2)S(=O)(=O)c2ccccc2)cc1
→ -2	-1	x	-4	4.5	21	-13	3	i	6
Cc1cccc(NS(=O)(=O)c2cccc(C(=O)N3CCCCCCC3)c2)c1
→ 3	x	2.9	x	-0.2	26	-9	-8	-1.9	4
COc1ccc(NC(=O)c2cccnc2Nc2ccc(OC)cc2)cc1
→ -4	-1	x	14	2.2	-6	17	11	i	9
CCOC(=O)C1CCCN(C(=O)c2cn(CC)c3ccc(S(=O)(=O)N4CCCC4)cc3c2=O)C1 (stereo not given)
→ -4	0	x	14	-0.5	11	-21	0	i	4
Cc1cccc(NC(=O)C2CCN(S(=O)(=O)c3c(C)noc3C)CC2)c1
→ -3	2	3.0	2	-0.2	3	4	-4	2.9	6
c1ccc(CNc2nc(-c3cccs3)nc3ccccc23)nc1
→ -6	0	1.9	30	0.7	0	12	-2	-0.2	6
CCn1cc(C(=O)NCc2ccccc2)c2ccccc21
→ -2	5	3.2	6	0.5	-2	-7	-2	i	0
CCOc1ccc2nc(NCCCNC(=O)c3cc(OC)c(OC)c(OC)c3)c(C#N)cc2c1
→ -10	-26	1.5	-8	-1.5	17	-40	0	i	-9
COc1ccc(N(C(=O)c2cccc([N+](=O)[O-])c2)S(=O)(=O)c2ccc3c(c2)n(C)c(=O)n3C)cc1
→ -5	2	x	14	-0.4	5	-21	-6	-0.1	-14
Cc1ccc(Cl)c(OCCCN(C)Cc2ccccc2)c1
→ -5	1	0.2	7	1.1	21	-20	0	i	1
C=CCC[C@H](Cc1ccc(F)cc1)C(=O)OC[C@@H](Cc1c[nH]c2ccccc12)NC(=O)[C@@H](CC=C)CC(=O)N[C@@H](CO)Cc1ccccc1
→ 1	x	-2.7	x	19	18	-5	-15	4.4	3
CS(=O)(=O)c1ccc(S(=O)CC(=O)Oc2ccc(Cl)cc2)c([N+](=O)[O-])c1 (stereo not given)
→ x	3	x	-7	x	x	-2	-5	x	-16
OC(CNC1CCCC1)COCCOc1ccc(Br)cc1 (stereo not given)
→ 0	-1	0.2	9	0.1	14	-9	-5	i	8
COc1ccc(Nc2nc(C)c3ccccc3n2)cc1
→ -1	-3	x	10	1.3	-8	1	2	i	1
Cn1c(=O)n(CC(N)=O)c2ccccc21
→ -4	7	x	40	0.3	-5	-23	4	i	3
O=C(O/N=C\c1ccc(N2CCCCC2)c([N+](=O)[O-])c1)c1cccc(C(F)(F)F)c1
→ 0	2	x	10	-0.9	0	x	6	3.1	-5
O=C(c1ccc(F)cc1)N1CCC(C(=O)N2CCN(S(=O)(=O)c3cccc(F)c3)CC2)CC1
→ -3	x	1.4	x	-1.3	-9	-3	14	i	0
C[C@]1(CC/C(=C/CO)CO)[C@H](CO)CC[C@@]23COC(=O)C2=CCC[C@@H]31
→ -2	x	-0.4	x	1.1	1	-5	3	-0.8	1
Cc1cccc(-c2c(O)cc(=O)[nH]c2Cl)c1
→ 1	-2	1.2	9	0.6	-3	-16	8	-0.5	-3
OC[C@@H]1CN(Cc2ccco2)C[C@H](n2cnc3c(NC4CC4)ncnc32)O1
→ 2	x	0.9	x	x	4	x	x	i	x
CNc1cc(-c2cnn(CC(C)C)c2)ncn1
→ -6	x	-0.6	x	x	2	x	x	-0.9	x
CC(=O)C[C@@H](O)CC(=O)[C@H]1OC(=O)[C@H](C)C/C=C\Cc2ccccc21
→ 0	x	0.0	x	2.6	-7	-10	2	-1.5	-1
Cc1ccc(OC(C)C(=O)N2CCc3ccccc32)cc1 (stereo not given)
→ 0	-7	x	8	-0.4	-2	-26	14	i	8
CCOc1ccc(S(=O)(=O)N(CC(=O)NCc2cccnc2)c2ccc(C)cc2)cc1
→ -4	-2	1.1	34	-0.5	18	-11	-11	-0.3	-31
O=C(O)[C@@H](c1ccccc1)N1Cc2ccccc2C1=O
→ -18	0	-4.5	-33	-2.5	-7	-5	7	-0.1	0
Cc1ccccc1Cn1ccc(NC(=O)c2nn3cccnc3c2Cl)n1
→ 1	6	0.8	15	0.0	10	-4	1	-0.5	2
